TRb SRC2 PPI: disrupts binding of human TR beta to SRC2; P10828; TRbeta-SRC2 peptide binding, fluorescence polarization; receptor liganded with 1 µM T3; Potency, µM (highest dose often 106 µM), for inactives: at the highest dose activity change, negative = inhibition, most hits filed as inhibitors; actives 0.065% (n = 280,000); AID 1469;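 also: plate controls were bound peptide for no effect and peptide without receptor for full effect; nearly all actives have a fitted effect of over 50% in size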
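Fluorescence polarization of 20 nM Texas Red SRC2 peptide (20-aa NR interaction domain) bound to 0.6 uM human TRb ligand-binding domain, with 1 uM T3, after 5 hr at ambient temperature; inhibition seen as decreased polarization.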
RECQ1 inh: blocks DNA unwinding by human RECQ1; RECQ1 DNA unwinding, red fluorescence kinetic read; Potency, µM (top dose mostly 57.3 µM), for the others: at the highest dose activity, negative = inhibition, hits mostly inhibitors; actives 0.54% (n = 240,000);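 also: plate controls were vehicle for no effect and no enzyme for full effect; nearly all actives have a fitted effect of over 30% in size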
Target sequence (P46063 whole entry, looked up): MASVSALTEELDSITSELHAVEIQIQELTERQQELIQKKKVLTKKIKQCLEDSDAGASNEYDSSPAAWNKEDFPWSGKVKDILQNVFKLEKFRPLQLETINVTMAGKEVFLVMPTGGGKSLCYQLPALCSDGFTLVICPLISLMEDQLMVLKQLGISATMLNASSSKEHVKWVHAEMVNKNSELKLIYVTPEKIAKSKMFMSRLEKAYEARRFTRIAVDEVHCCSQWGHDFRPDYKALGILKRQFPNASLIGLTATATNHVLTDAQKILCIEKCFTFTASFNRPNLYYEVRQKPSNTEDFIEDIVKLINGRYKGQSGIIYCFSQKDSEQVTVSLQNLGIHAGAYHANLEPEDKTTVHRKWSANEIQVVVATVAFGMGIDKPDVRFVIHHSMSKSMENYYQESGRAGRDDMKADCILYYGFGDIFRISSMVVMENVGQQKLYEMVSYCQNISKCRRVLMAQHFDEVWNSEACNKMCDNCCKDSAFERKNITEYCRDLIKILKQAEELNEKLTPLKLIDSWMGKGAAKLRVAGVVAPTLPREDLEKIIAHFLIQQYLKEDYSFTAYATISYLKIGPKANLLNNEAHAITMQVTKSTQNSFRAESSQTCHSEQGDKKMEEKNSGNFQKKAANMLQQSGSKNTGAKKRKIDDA
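50 nM RECQ1T1 preincubated 15 min with compound in Tris pH 8.0 buffer with MgCl2, DTT, Tween-20 and 2.5 ug/ml poly(dI-dC); started with 200 nM TAMRA/BHQ-2 forked duplex and 2 mM ATP. Unwinding read as fluorescence (525/598 nm), two reads 2 h apart.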
LMNA splice mod: modulators of lamin A splicing; actives 0.01% (n = 200,000); Potency, µM (doses to about 46.1 µM), inactives show top-dose ratio change, negative = inhibition, actives largely listed as inhibitors; HeLa LMNA splicing GFP/RFP minigene ratio, 48 h; active = well fitted inhibition curve with a large enough effect in the signal ratio, with a control signal flat, not every such curve was filed as active; inconclusive = small, poorly fitted or top-dose-only effect, or effect the other way, or a change in a side signal; the % refers to the signal ratio; also: % is scaled to controls: 0 for no effect and ±100 for the full control effect
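S3 HeLa stable clones carrying a lamin A-EGFP splicing minigene plus DsRed2 were seeded at 600 cells/well in Opti-MEM with 2% FBS, pin-dosed and incubated 48 h at 37°C. Acumen cytometry (488 nm) gave the GFP/RFP total-intensity ratio.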
TexasRed fluor: counter-screen for TRb-SRC2 inhibitors: fluorescence interference; actives 0.29% (n = 280,000); Potency, µM (series often up to 106 µM), inactives show top-dose fluorescence change, negative = quenching; AID 1479; TRb/SRC2 Texas Red total fluorescence interference; active = well fitted curve in either direction with a large enough effect; inconclusive = small, poorly fitted or top-dose-only effect; also: % is scaled to controls: 0 for no effect and ±100 for the full control effect
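Flags fluorescent or light-absorbing compounds by total fluorescence, S + 2P, at 555 nm excitation and 632 nm emission. Mixture: 20 nM Texas Red SRC2 peptide, 0.6 uM human TRb LBD, 1 uM T3, 5% DMSO; compound exposure 5 h at ambient temperature.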
ALDH1A1 block: inhibitors of human aldehyde dehydrogenase 1A1; Purified ALDH1A1, NADH fluorescence, propionaldehyde substrate; Potency, µM (doses to about 75.3 µM), without a hit: at the top dose activity, negative = inhibition, usual class: inhibitors; actives 7.3% (n = 220,000); active = well fitted inhibition curve with a large enough effect, not every such curve was filed as active; inconclusive = small, poorly fitted or top-dose-only effect, or another doubt; inactive = no such curve, though single readings can be large or run the other way;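 also: plate controls were no enzyme wells and a reference inhibitor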
SMN2 splice up: increases expression of the SMN2 splice variant | HEK293 SMN2-luciferase splicing reporter, luminescence, 30-36 h | Potency, µM (doses to about 46.1 µM), for the others: at the highest dose activity change, positive = activation, most hits filed as activators | actives 2.8% (n = 210,000); also: % of control where 0% means no effect; nearly all actives have a fitted effect of over 55% in size
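qHTS luciferase splicing reporter: luminescence rises when SMN2 exon 7 is included in transfected HEK293 cells. Compound exposure lasted 30-36 h at 37C, with 4.5 mM final sodium butyrate as control, followed by a ONE-Glo read.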
JMJD2E inh: JMJD2E (human) inhibition; B2RXH2; AID 2147; actives 1.6% (n = 230,000); JMJD2E catalytic domain, FDH-coupled NADH fluorescence (FDH is formaldehyde dehydrogenase); Potency, µM (doses to about 57.1 µM), inactives show top-dose activity change, negative = inhibition, usual class: inhibitors; active = well fitted inhibition curve with a large enough effect, not every such curve was filed as active; inconclusive = small, poorly fitted or top-dose-only effect, or another doubt; inactive = no such curve, though single readings can be large or run the other way;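 also: 0% = wells with enzyme and -100% = buffer wells without enzyme; nearly all actives have a fitted effect of over 50% in size; many of its hits are not listed in these tables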
GoLoco inh red: RGS12 GoLoco-Gai1 interaction inhibition | P63096 | Gai1:RGS12 GoLoco peptide FP, rhodamine, 10 min | Potency, µM (series often up to 61.6 µM), inactives show at the highest dose activity, negative = inhibition, hits mostly inhibitors | actives 0.44% (n = 230,000) | AID 880; active = well fitted inhibition curve with a large enough effect, not every such curve was filed as active; inactive = no such curve, though single readings can be large or run the other way; also: % is scaled to controls: 0 for no effect and ±100 for the full control effect; nearly all actives have a fitted effect of over 30% in size; many of its hits are not listed in these tables
Target sequence (P63096 whole entry, looked up): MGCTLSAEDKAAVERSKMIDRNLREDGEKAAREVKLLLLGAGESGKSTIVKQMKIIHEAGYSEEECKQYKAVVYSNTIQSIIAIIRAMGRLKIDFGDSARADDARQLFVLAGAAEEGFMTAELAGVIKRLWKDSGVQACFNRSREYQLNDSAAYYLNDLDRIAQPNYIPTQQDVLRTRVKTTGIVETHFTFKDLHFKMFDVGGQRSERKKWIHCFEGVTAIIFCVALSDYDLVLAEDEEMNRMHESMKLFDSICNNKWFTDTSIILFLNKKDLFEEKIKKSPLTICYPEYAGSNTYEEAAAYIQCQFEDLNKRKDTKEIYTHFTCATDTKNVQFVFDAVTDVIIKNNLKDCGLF
* = called active by the depositor; i = inactive; u = inconclusive; x = no result given; [ ] = dose if it differs, or a comment. Unless noted, calls follow the shape of the dose curve; as a rule, active = well fitted curve in the direction sought with a large enough effect; inconclusive = small, poorly fitted or top-dose-only effect, or another doubt; inactive = no such curve, though single readings can be large; an effect the other way counts as inactive or inconclusive. Potency is read from the fitted curve at half-maximal effect. An excerpt. The share of hits here may be higher or lower than overall.

mol	TRb SRC2 PPI	RECQ1 inh	LMNA splice mod	TexasRed fluor	ALDH1A1 block	SMN2 splice up	JMJD2E inh	GoLoco inh red
CC1=CC[C@@]23CCCN2C(=O)CCC[C@H]3C1	4%[201 µM]	-2%[126 µM]	x	4%[201 µM]	-12%[120 µM]	x	x	4%[136 µM]
COC(=O)C1=C(C)N(Cc2ccccc2)C(=O)/C1=C\c1ccco1	-14%	-12%	x	1%	x	x	-4%	11%
C/C(CC(=O)Nc1ccccc1Br)=N\NC(=O)C(=O)N1CCCC1	-2%	-1%	-1%	-2%	u	-4%	16%	-6%
Cc1nc2ccc(S(=O)(=O)NCC(=O)N3CCC(C)CC3)cc2s1	8%	-2%	u	2%	-9%	-16%	7%	5%
O=C(Nc1nc2c(s1)CCc1ccccc1-2)c1ccco1	5%	-17%	u	0%	u	16µM*	-5%	3%
COc1ncc2nc(CCc3ccccc3)c(=O)n(-c3ccccc3)c2n1	x	i	6%	x	u	x	x	7%
CC(=O)Nc1ccc(NC(=S)NC(=O)c2cc3ccccc3o2)cc1	3%	-9%	8%	-1%	2%	9%	7%	-9%
O=C(Nc1ccc(Oc2cccc(C(F)(F)F)c2)nc1)c1ccccc1	-8%	3%	x	-4%	5%	x	-11%	9%
Cc1cc(SCC(=O)N(C)C2CCS(=O)(=O)C2)nc2c(C)cccc12 (stereo not drawn)	7%	9%	-6%[46 µM]	1%	10%	-9%	1%	6%
S=c1[nH]nc(-c2ccncc2)n1/N=C/C=C/c1ccccc1	-5%	-1%	x	-2%	x	x	-12%	17%
Cc1ccc(C2(c3ccc(C)cc3)CC2C(=O)NCc2cccnc2)cc1 (stereo not drawn)	3%	i	4%[46 µM]	0%	1%	-6%	8%	9%
O=C(N/N=C1\CCCc2ccccc21)c1ccc([N+](=O)[O-])cc1Cl	x	-8%	-4%	x	-9%	-14%	2%	-17%
OC(COCC1COc2ccccc2O1)CN1CCCCC1 (stereo not drawn)	-5%	-1%	-8%	-1%	17%	27%	5%	6%
Cc1onc(-c2c(Cl)cccc2Cl)c1C(=O)NC(=S)N1CCOCC1	2%	12%	x	-3%	u	x	-22%	-11%
CCC(C(=O)OCCN(CC)CC)c1ccccc1 (stereo not drawn)	-2%	-18%	-7%	1%	-2%	-16%	u	11%
CS(=O)(=O)N(CC(=O)NCc1ccc2c(c1)OCO2)c1ccccc1	2%	-2%	3%	-2%	10%	-12%	-2%	-1%
Cc1cc(C(=O)CN2C(=O)C(=O)N(C3CCCC3)C2=O)c(C)n1-c1ccc(F)cc1	13%	-14%	u	4%	u	-1%	1%	47%[activator]
C/C(=N\NC(=O)C1CC1(C)c1ccccc1)c1ccco1 (stereo not drawn)	9%	4%	-6%	-4%	-11%	-23%	-1%	-5%
CC(=O)Nc1ccc2nc(NC(=O)COc3ccccc3)sc2c1	0%	-26%	1%[46 µM]	-2%	3%	10%	u	-9%
CCCCCCCNC(=O)CC(NS(=O)(=O)c1ccc(NC(C)=O)cc1)C(C)C (stereo not drawn)	7%	0%	u	0%	-6%	-21%	-2%	-2%
CCc1cc2cc(OC)ccc2nc1SCC(=O)Nc1cc(OC)c(OC)cc1C(=O)O	4%	5%	1%[9.22 µM]	-5%	-14%	x	u	27%
COc1ccc(S(=O)(=O)N2CCCC(C(=O)NCc3ccccn3)C2)cc1Cl (stereo not drawn)	2%	-16%	-14%	-3%	4%	-8%	1%	-6%
Cc1ccc(C)c(OCCCC(=O)Nc2ccccc2C(N)=O)c1	6%	33%[activator]	x	1%	24µM*	-9%	10%	-3%
C/C=C(/C)C(=O)O[C@@H]1c2c(ccc3ccc(=O)oc23)O[C@@H]1C(C)(C)OC(C)=O	1%	-12%	19%	-2%	u	11%	u	5%
O=C1CCCN2N=C(SCC(=O)N3CCCCC3)SC2=N1	-5%	-7%	x	0%	x	x	-7%	4%
Cn1c(=O)n2n(c1=O)[C@H]1[C@H](O)[C@H]3O[C@@H]3/C(=N/OC[C@@H](O)COCc3ccco3)[C@@H]1CC2	-1%[11.2 µM]	-2%[11.5 µM]	x	-2%[11.2 µM]	3%[13.5 µM]	x	x	x
CC(C)c1nc2ccc(Br)cn2c1NC1CCCC1	-8%	-6%	-16%[46 µM]	-2%	u	-25%	-4%	12%
CC1CCN(CCC(=O)Nc2nccs2)CC1	-1%	-3%	x	-1%	x	x	1%	-7%
CC1(C)CC2(CCO1)OC(=O)CC2C(=O)Nc1cccc2ccccc12 (stereo not drawn)	6%	i	-1%	-1%	5%	23%	-5%	-8%
CCNc1cc(Nc2c(C)n(C)n(-c3ccccc3)c2=O)c([N+](=O)[O-])c2nonc12	-4%	-9%	x	0%	x	x	1%	-1%
O=c1cc(-c2ccc(O)c(O)c2)oc2ccccc12	8%	i	x	-23%	25µM*	14µM*	8.9µM*	0%
COC(=O)c1ccccc1NC(=O)CSc1nnc(-c2cccc(NC(C)=O)c2)n1C	-5%	12%	4%	-1%	-4%	22%	1%	4%
Cc1c(C(N)=O)c(-c2ccccc2)nn1-c1ccccc1	4%	3%	-3%	-6%	-8%	-5%	3%	-10%
COC(=O)C/C=C\[C@@H](C)[C@@H](/C=N\OC[C@@H]1O[C@H](c2ccccc2)C=C[C@@H]1Oc1ccc(OC)cc1)NS(=O)(=O)c1ccc(C)cc1	-1%[11.2 µM]	i[11.5 µM]	x	-3%[11.2 µM]	0%[13.5 µM]	x	x	x
Cc1cnc(CNc2nc(-c3ccc(C(=O)N(C)C)cc3)nc3ccccc23)cn1	-2%	i	-4%	-21%	5%	u	u	6%
CCOC(=O)c1cnc(C(C)(C)C)[nH]c1=O	-3%	-6%	9%	-4%	4%	-3%	4%	7%
CC1(C)CC(=O)C=C(N2CCNCC2)C1	-5%	i	5%	0%	u	-4%	19%	-9%
Cc1csc2ncnc(N3CCN(C(=S)Nc4ccc(C(F)(F)F)cc4)CC3)c12	-3%	-17%	u	-4%	2%	x	-3%	-1%
N#C/C(=C/c1ccc2c(c1)OCO2)C(=O)Nc1ccc(O)cc1	2%	i	x	-2%	-13%	-10%	1%	7%
Cn1nnnc1SCC(=O)Nc1ccccc1-c1ccccc1	-7%	-4%	6%	-3%	13µM*	11%	0%	1%
O=C(O)c1ccc2nc(C(F)(F)F)[nH]c2c1	6%	1%	1%	0%	4%	u	2%	6%
Cc1nn(-c2ccccc2)c(C)c1-c1nnc(-c2c(C)nn(-c3ccccc3)c2C)o1	12%	i	x	-2%	u	x	u	-3%
Cc1ccc2nc(Cl)c(CN(Cc3cccs3)C(=O)C3CC3)cc2c1	2%	-3%	u	-9%	u	-39%[inhibitor]	-2%	6%
N#Cc1c2n(c3c(=O)[nH]cnc13)CCCC2	-2%	0%	7%	-2%	-6%	-9%	-29%	-1%
CCOC(=O)C1CCCN(C(=O)c2cnn3c(C(F)F)cc(-c4ccc(C)cc4)nc23)C1 (stereo not drawn)	-2%	-15%	6%	-6%	u	x	u	4%
CC1=C(C(=O)Nc2ccccn2)C(c2ccc(Br)cc2)n2ncnc2N1 (stereo not drawn)	4%	6%	-4%	0%	u	1%	0%	-7%
CCOC(=O)C(CC)Sc1nc2c(c(=O)[nH]c(=O)n2C)n1CCc1ccccc1 (stereo not drawn)	-6%	-6%	13%	-4%	11µM*	-1%	-8%	-9%
O=C(CCC(=O)NC1CCCCC1)N/N=C/c1ccncc1	-7%	8%	x	1%	9%	-34%	7%	1%
C=CCNC(=O)/C(C#N)=C/c1cc(Br)ccc1OC	0%	i	u	0%	u	13%	-8%	2%
CC(=O)O[C@H]1CC[C@]2(C)[C@H]3CC=C4[C@@H]5[C@@H](C)[C@H](C)CC[C@]5(C(=O)O)CC[C@@]4(C)[C@]3(C)CC[C@H]2C1(C)C	-2%	u	x	-2%	x	x	1%	6%
COc1ccc2c(c1)C=C([C@@H]1C[C@H]3CN(c4ccccc4)C(=O)[C@]34CCCN14)CO2	-10%	-8%	x	-2%	u	x	-14%	1%
CCNc1nc(ON=C(C)C)nc(N(C)C)n1	-2%	-2%	-2%	-5%	u	11%	-1%	4%
COC(=O)C(O)C1C(C)(C)C(OC(C)=O)C2CC3=C4CC(=O)OC(c5ccoc5)[C@]4(C)CCC3[C@@]1(C)C2=O (stereo partly drawn)	-4%	-2%	x	0%	0%	-76%[inhibitor]	6%	1%
CCCn1c(SCC(=O)c2ccc3c(c2)OCCO3)nnc1C(C)C	5%	i	4%	4%	20µM*	-13%	-23%	-6%
CN(C(=O)CCc1nc(-c2ccccc2F)no1)c1ccccc1	3%	-18%	x	0%	-6%	24%	0%	-2%
CC(=O)N1CCc2cc(S(=O)(=O)CCC(=O)Nc3cccc(F)c3)ccc21	-7%	i	0%	1%	3%	-32%[inhibitor]	3%	2%
CCOC(=O)CC(NC(=O)c1ccco1)c1ccccc1Cl (stereo not drawn)	-2%	i	-2%	1%	-14%	-3%	5%	4%
Cc1ccc(C2CC2C(=O)NNC(=S)Nc2ccc(Cl)cc2)cc1 (stereo not drawn)	-19%	i	u	-2%	8.9µM*	5%	14%	10%
NC12CC3CC(C1)CC(CC(=O)O)(C3)C2	0%	-11%	9%[9.22 µM]	1%	6%	19%	5%	18%
Cc1cccc(C)c1NC(=O)CSc1ccc([N+](=O)[O-])cn1	3%	-1%	7%	-2%	5%	4%	1%	13%
O=C(CCSc1nnnn1-c1ccccc1)N1CCOCC1	-2%	-4%	-13%	-2%	u	30%	11%	-17%
O=[n+]1cc(-c2cc3ccccc3o2)n([O-])c2c1CCCC2	-4%	i	6%	2%	u	-27%	u	5%

Compound activity from PubChem.
